Rpn11 block – inhibitors of human proteasome Rpn11; AID 588493; 0.59% of 360,000 active; human 26S proteasome, Ub4-pepOG fluorescence polarization; 20S core pre-blocked with epoxomicin; calls only at 20 µM;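 active = inhibition at 20 µM, scaled to each plate's controls, above about 33%, limit read from the data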
Target sequence (O00487 whole entry, looked up): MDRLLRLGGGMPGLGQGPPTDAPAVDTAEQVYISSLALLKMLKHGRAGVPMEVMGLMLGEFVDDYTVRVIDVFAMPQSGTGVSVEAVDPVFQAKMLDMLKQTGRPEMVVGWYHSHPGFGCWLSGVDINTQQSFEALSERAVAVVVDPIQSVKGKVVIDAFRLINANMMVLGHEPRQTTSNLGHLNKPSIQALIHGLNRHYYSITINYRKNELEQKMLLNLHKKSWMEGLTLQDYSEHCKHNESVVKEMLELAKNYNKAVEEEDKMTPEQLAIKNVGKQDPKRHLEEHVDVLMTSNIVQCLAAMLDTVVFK
MsrA inhibitor – bovine MsrA inhibition; purified bovine MsrA, absorbance read-out; inhibition, % at 15.5 µM; 0.75% of 360,000 active; in the data active = inhibition above about 4.5%;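 note: 0% = vehicle wells with enzyme and 100% = reference inhibitor wells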
LMPTP block – LMPTP (human) inhibition. recombinant LMPTP-A, OMFP fluorogenic substrate, fluorescence intensity. inhibition, % at 20 µM. 0.22% of 360,000 active. AID 651560;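 active = compounds that cut the enzyme signal by at least half of the control window in the single-dose screen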;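 note: plate controls were DMSO wells with enzyme plus substrate for no effect and substrate without enzyme for full effect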
Target sequence (P24666 whole entry, looked up): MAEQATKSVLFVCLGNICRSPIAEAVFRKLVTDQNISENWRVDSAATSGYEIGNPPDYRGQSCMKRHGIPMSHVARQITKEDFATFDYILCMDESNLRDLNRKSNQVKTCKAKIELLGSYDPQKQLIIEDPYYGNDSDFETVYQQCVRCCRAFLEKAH
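Assay system: LMPTP-A phosphatase enzyme | Input: 0.625 nM enzyme | Also added: Fluorogenic phosphatase substrate OMFP at 400 µM final | Compound dosing: One test concentration per compound, 20 µM, with 3% DMSO overall | Schedule: 50 min enzyme reaction at room temperature, protected from light | Signal: Fluorescence intensity | Benchmarks: no-enzyme and uninhibited controls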
STEP inh – STEP (human) phosphatase inhibition | P54829 | recombinant STEP, OMFP fluorogenic substrate, fluorescence | inhibition, % at 20 µM | 0.25% of 360,000 active | AID 588621;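 active = inhibition at 20 µM, scaled per plate between control wells, above about 37%, limit read from the data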;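 note: 0% = DMSO with enzyme and substrate and 100% = substrate only without enzyme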
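Assay system: isolated STEP enzyme / Timing: 20 min at room temperature, dark / Doses: 20 µM, 1% DMSO / Technique: fluorescence intensity, excitation 480 nm, emission 540 nm / Reagent: fluorogenic phosphatase substrate OMFP at 25 µM final / Measure: percent inhibition scaled to no-enzyme and uninhibited-enzyme controls, plate-pattern corrected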
SUMO1 PPI mod – SUMO1-SIM interaction modulation | SUMO1 binding to a labelled peptide, TR-FRET, 1 h | inhibition, % at 20 µM | 0.33% of 360,000 active | AID 602429; in the data active = inhibition above about 37%
Target sequence (P63165 whole entry, looked up): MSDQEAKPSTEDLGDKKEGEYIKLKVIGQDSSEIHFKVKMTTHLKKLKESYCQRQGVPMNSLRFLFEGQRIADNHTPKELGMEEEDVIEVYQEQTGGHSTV
CSN deneddyl inh – blocks human CSN-mediated cullin deneddylation | Purified CSN, SCF-Nedd8-OG deneddylation, fluorescence polarization | 0.38% of 360,000 active | inhibition, % at 12.5 µM;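 active = pattern-corrected inhibition above about 35%, with an unprinted fluorescence ratio check between 0.5 and 1.5, limit read from the data, passing the limit was not always enough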;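 note: 0% = enzyme with substrate and 100% = substrate without enzyme; some results filed as inactive read as strong as hits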
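test system = HEK293T-derived human Csn5 enzyme | amount = 0.24 nM Csn5 enzyme, final concentration | medium = Tris/NaCl/DTT buffer, pH 7.5 | schedule = 90 min reaction at room temperature | signal = FP | evaluation = inhibition of Csn5 cleavage, % | compound dosing = single dose of 12.5 µM compound with 0.25% DMSO | probe or stimulus = 10 nM SCFSkp2-Nedd8OG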
DNMT1 block – DNMT1 (human) enzyme inhibition; 0.83% of 360,000 active; inhibition (reported as % activation of signal), % at 10 µM; AID 588458; DNMT1 molecular beacon, Hinp1I cleavage, fluorescence; in the data active = inhibition above about 50%
Scp1 inh – Scp-1 (human) phosphatase inhibition; Recombinant Scp1, phosphopeptide, malachite green phosphate absorbance; Q9GZU7; inhibition, % at 20 µM; AID 493091; 0.88% of 340,000 active;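 active = inhibition above about 50% at 20 µM, limit read from the data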;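 note: plate controls were DMSO wells with enzyme for no effect and wells lacking enzyme for full effect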
Target sequence (Q9GZU7 76-261 limits assumed): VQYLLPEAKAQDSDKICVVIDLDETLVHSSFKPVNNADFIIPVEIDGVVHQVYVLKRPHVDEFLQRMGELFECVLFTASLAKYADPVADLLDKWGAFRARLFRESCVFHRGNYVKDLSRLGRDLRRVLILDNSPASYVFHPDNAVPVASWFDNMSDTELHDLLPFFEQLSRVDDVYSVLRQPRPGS
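Times: enzyme reaction 45 min at room temperature, colour 5 min, stabilisation 30 min. Material: SCP-1 catalytic fragment, aa 76-261. Medium: Acidic Tris acetate buffer with magnesium and detergent. Signal: colorimetric free-phosphate detection, absorbance 630 nm. Read-out basis: % inhibition of SCP-1 phosphate liberation. Reagent: Phosphorylated 17-residue peptide substrate.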
NadD block – NadD (S. aureus) enzyme inhibition | purified NadD enzyme, colorimetric absorbance read-out | inhibition, % at 20 µM | 0.78% of 360,000 active; in the data active = inhibition above about 26%; note: some compounds past the cut are filed as inactive
TbMetRS inhib – Trypanosoma brucei MetRS inhibition; purified T. brucei MetRS, ATP depletion, Kinase-Glo luminescence; inhibition, % at 11.9 µM; 0.4% of 360,000 active; AID 624268;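 active = inhibition above a per-plate cutoff of the control wells' mean inhibition plus 3 SD, cut at about 5.5% in these data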;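 note: 0% = DMSO wells median and 100% = median of wells with control inhibitor compound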
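Material: parasite MetRS enzyme / Replication: singlicate, one well per compound / Signal: luminescence of leftover ATP / Schedule: 2 h aminoacylation at 25 °C after 15 min preincubation / Medium: HEPES-MgCl2-KCl buffer plus DTT, spermine, BSA, pyrophosphatase / Doses: 11.9 µM single point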
The depositor's hits bear a star; i = inactive; · = no result given.

SMILES	Rpn11 block	MsrA inhibitor	LMPTP block	STEP inh	SUMO1 PPI mod	CSN deneddyl inh	DNMT1 block	Scp1 inh	NadD block	TbMetRS inhib
O=C(COC(=O)c1cccc(N2C(=O)c3ccccc3C2=O)c1)Nc1ccccc1	i	-0.7	-0.7	-3	-3	-14	-6	-5	-8	-0.2
CCOc1ccc(Br)cc1/C(C)=N\NC1=NCCN1	i	-1.0	-2.9	-1	1	2	2	-5	-8	-1.1
CN(C)S(=O)(=O)c1ccc(N2CCCC2)c(C(=O)NNC(=O)c2ccccc2)c1	i	1.9	-0.3	0	4	0	-2	0	-1	-0.1
O=C(Nc1ccc(Oc2ccccc2)nc1)C1CCCCN1Cc1ccco1 (configuration not stated)	i	2.1	0.2	1	4	2	-1	4	1	-0.6
Cc1ccc(S(=O)(=O)N[C@@H](Cc2ccccc2)C(=O)CCl)cc1	i	2.3	-1.0	0	-1	-1	5	-12	-1	-1.0
CCN(CC)c1ccc2nc3ccc(N)cc3[n+](-c3ccccc3)c2c1	i	-0.9	23	26	-16	-70	-2	18	7	-0.9
CCOc1ccc(NC(=O)NCCN2C(C)CCCC2C)cc1 (configuration not stated)	i	1.2	-0.4	-5	-1	-1	-5	2	-3	-1.5
C=CCOCC(O)Cn1c(N2CCCC2)nc2c1c(=O)n(C)c(=O)n2C (configuration not stated)	i	1.8	-1.2	0	-1	0	2	-7	-1	-0.4
CCC(=O)N(CCC1(C(C)C)CCOC(C)(C)C1)C(C)c1cccs1 (configuration not stated)	i	1.0	0.0	-2	-3	1	-2	-3	-6	-0.3
Cc1ccccc1NC1=NC2(CCCC2)N=C(N)N1	i	-0.3	0.1	2	-3	12	-2	-5	-5	-0.3
O=Cc1cc2ccccc2nc1SCc1ccc(Cl)cc1	i	1.6	1.6	-2	-2	1	-1	-7	0	-0.1
CC(NC(=O)COc1ccccc1)C(c1cccs1)N1CCCC1 (configuration not stated)	i	0.5	-1.2	-2	-3	-1	-1	-7	-7	-0.3
COc1ccc(-c2[nH]ncc2CN(C)Cc2ccccn2)c(OC)c1	i	-0.3	-2.0	-1	0	-1	1	-5	-6	-0.8
CC1CC(C)CN(C(=O)COC(=O)c2cccc(S(=O)(=O)N(C)c3ccccc3)c2)C1 (configuration not stated)	i	-1.1	0.3	2	4	-1	1	-5	-9	-0.5
COCCN1C(=O)CN(S(C)(=O)=O)CC1(C)C(=O)NC(C)C (configuration not stated)	·	-0.1	-1.0	·	2	1	·	·	·	-0.6
O=C(Nc1nccs1)c1cn(-c2ccccc2)nc1-c1ccccc1	i	1.0	2.1	0	5	-4	-6	-2	3	-0.7
CCCn1nnnc1SCC(=O)NC1CCCC1	i	0.2	-2.0	-4	4	1	3	-2	-3	-0.5
CCOC(=O)c1ccc(N2C(=O)CC(N3CCC(C(=O)OCC)CC3)C2=O)cc1 (configuration not stated)	i	0.3	-0.9	3	1	-3	1	8	3	-1.1
COC(=O)c1nc(NC(=O)c2ccc(C(C)(C)C)cc2)n[nH]1	i	-1.2	0.3	-2	0	4	3	-1	1	-1.2
COc1ccc(N2CCN(S(=O)(=O)CCNC(=O)c3cccs3)CC2)cc1	i	-0.2	-0.4	0	-1	-5	-1	4	-2	-0.2
Cc1[nH]n(CCC#N)c(=O)c1CC(=O)N1CCN(c2ccccc2)CC1	i	0.2	-0.6	0	-2	-4	-4	-15	1	-0.5
Cc1ccc(NCc2nnc(SCC(=O)Nc3nnc(C)s3)n2C)cc1	i	1.4	-2.2	-1	2	5	-2	-6	1	-0.4
O=S(=O)(Nc1ccccc1F)c1ccc(Cl)nc1	i	-0.4	-0.5	-1	4	-2	5	-7	4	-0.1
CCn1c2c(c(=N)c3c1CCC3)CCC2	i	-0.2	-1.3	-1	-1	-2	-1	-1	-1	-0.5
Cc1ccc(CN2CCC(CNC(=O)C3CCCN(c4ncnc5c4nc4n5CCCCC4)C3)CC2)cc1 (configuration not stated)	i	-0.2	0.5	3	2	-7	-2	-2	-3	-0.4
O=C(NC(Nc1ncccn1)C(=O)c1ccccc1)c1ccccc1 (configuration not stated)	i	-1.4	-0.4	-3	-6	0	4	-13	-1	-0.7
Cc1ccc(C)c(OCCCC(C)(C)C(=O)O)c1	i	-0.9	-0.7	-2	1	-4	3	-11	-3	-1.0
COc1ccc(/C=C(/NC(=O)c2ccc([N+](=O)[O-])cc2)C(=O)NC(C)(C)C)cc1	i	-1.2	0.6	16	-15	-4	0	-9	-1	0.8
CCOC(=O)/C=c1\s/c(=C\c2ccc(C(=O)OC)cc2)c(=O)n1CC(=O)Nc1ccccc1	i	-0.4	1.0	0	-4	11	42	-12	23	-0.2
Cc1ccc(-c2csc(NC(=O)CSc3nc4ccccc4c(=O)n3CCCN(C)C)n2)cc1	i	0.9	-1.5	6	-1	6	-16	-6	16	0.2
COc1ccc(C(=O)NC2=NCCS2)c(OC)c1	i	-1.1	0.4	-2	8	-3	-9	-2	0	-0.7
Cc1ccc(NC(=O)CN(C)C(=O)c2cccnc2Nc2cccc(C(F)(F)F)c2)cc1	i	-0.2	5.5	-3	6	4	-31	1	3	0.7
CCN(CC(=O)NCCc1ccccc1)S(=O)(=O)c1ccccc1	i	0.3	-0.8	-2	0	109	-7	-5	-1	1.6
Cc1ccc(NC(=O)c2ccco2)cc1	i	0.4	0.4	-2	5	-1	1	·	0	-0.2
Cn1c(C(=O)N2CCc3ccccc3C2)cc2oc3ccccc3c21	i	·	4.4	-1	3	-2	-6	-7	2	-0.2
Cc1csc(NC(=O)CSc2nncs2)n1	i	-1.1	-1.9	0	4	-1	2	-4	-3	-0.3
Cc1ccc(NC(=O)COC(=O)c2ccc3c(c2)C(=O)N(CCc2ccccc2)C3=O)c(C)c1	i	0.2	-1.3	1	-4	-3	28	0	-2	-0.1
CCOC(=O)c1nn(-c2ccccc2)c(=O)c(C#N)c1C	i	0.6	-2.4	-6	-34	-1	-6	-10	0	-0.9
C/C(CC(=O)NCc1ccc(Cl)cc1)=N\NC(=O)COc1ccc(C)cc1Br	i	1.0	-2.2	-4	0	-2	5	4	-1	-1.1
CCC(=O)Nc1ccc(C(=O)CSc2nnc(-c3cccnc3)o2)cc1	i	-1.3	-1.7	-4	0	-3	-6	-4	1	-0.7
Cc1cccc(NC(=O)C(C)Oc2ccc(C)nc2[N+](=O)[O-])c1 (configuration not stated)	i	-0.2	0.8	-4	-19	-5	1	-9	-4	-0.1
CCOC(=O)c1c(-c2ccc3ccccc3c2)csc1NC(=O)CCCC(=O)O	i	-1.7	2.5	-1	3	9	-2	-7	5	0.2
COc1cccc(C(=O)O/N=C(\N)c2ccncc2)c1OC	i	0.3	-0.4	-5	1	4	0	-6	-2	-0.6
COC(OC)C12c3ccccc3C(c3ccccc31)C1C(=O)N(c3cccnc3)C(=O)C12 (configuration not stated)	i	0.3	-1.0	-3	1	5	-1	-3	-1	-0.2
O=C(NCCc1csc(-c2cccnc2)n1)c1cccs1	i	-1.1	-1.2	2	-4	-5	0	-5	-3	-0.5
Cc1ccc(C)c(C(=O)CN2C(=O)NC3(CCCCCC3)C2=O)c1	i	-1.3	-0.8	1	0	4	1	-6	1	-0.2
C#CCOCCOCCOCCNc1nc(N2CCOCC2)nc(N2CCN(C(=O)[C@H]([C@@H](C)CC)n3cc([C@@H](N)CO)nn3)CC2)n1	i	-0.5	-1.0	2	3	2	0	-6	-6	-0.3
CCCn1c(N)c(N(CCOC)C(=O)/C=C/c2ccc(C(=O)OC)cc2)c(=O)[nH]c1=O	i	-0.2	-0.6	2	-6	0	-1	-1	-7	-0.3
Cc1ccccc1C(=O)Nc1ccccc1C(=O)NC1CC1	i	-0.1	-0.1	2	-2	17	-1	-5	1	0.0
Cc1oc2ccc(O)cc2c1C(=O)c1ccc(F)cc1	i	0.3	0.7	1	5	0	0	-11	-5	-0.3
COC(=O)CNC(c1ccccc1Cl)c1cc(Br)ccc1NC(=O)CCN1CCOCC1 (configuration not stated)	i	0.5	-3.4	-4	-1	-2	-5	-6	9	-0.6

6 records drawn at random from the list so far:
SMILES	Rpn11 block	MsrA inhibitor	LMPTP block	STEP inh	SUMO1 PPI mod	CSN deneddyl inh	DNMT1 block	Scp1 inh	NadD block	TbMetRS inhib
Cc1ccc(C)c(C(=O)CN2C(=O)NC3(CCCCCC3)C2=O)c1	i	-1.3	-0.8	1	0	4	1	-6	1	-0.2
CCCn1c(N)c(N(CCOC)C(=O)/C=C/c2ccc(C(=O)OC)cc2)c(=O)[nH]c1=O	i	-0.2	-0.6	2	-6	0	-1	-1	-7	-0.3
COC(=O)CNC(c1ccccc1Cl)c1cc(Br)ccc1NC(=O)CCN1CCOCC1 (configuration not stated)	i	0.5	-3.4	-4	-1	-2	-5	-6	9	-0.6
Cc1ccccc1C(=O)Nc1ccccc1C(=O)NC1CC1	i	-0.1	-0.1	2	-2	17	-1	-5	1	0.0
O=C(NCCc1csc(-c2cccnc2)n1)c1cccs1	i	-1.1	-1.2	2	-4	-5	0	-5	-3	-0.5
Cc1cccc(NC(=O)C(C)Oc2ccc(C)nc2[N+](=O)[O-])c1 (configuration not stated)	i	-0.2	0.8	-4	-19	-5	1	-9	-4	-0.1

Source: PubChem (several laboratories)

Compounds as they come; about 3.9% have a hit in one of these screens.
